ERG Ets-DNA blk: inhibitors of human ERG Ets domain-DNA interaction | 370,000 compounds, 0.028% hits | P11308 | fluorescence polarization, His-ERG Ets domain / labelled DNA | AID 624246 | Potency, µM (doses to about 76.9 µM), inactives show at the highest dose FP activity, negative = inhibition, usual class: inhibitors; active means well fitted inhibition curve with a large enough effect in the polarisation, with a control signal flat; inconclusive means small, poorly fitted or top-dose-only effect, or effect the other way, or a change in a side signal; inactive means no such curve, though single readings can be large or run the other way; the % refers to the polarisation;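 further: polarization taken with two DNA probes labelled with fluorescein and Texas red; potency means the concentration at half of the fitted maximal effect; % of control where 0% means no effect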
Target sequence (P11308 whole entry, looked up, the tested form may be a part): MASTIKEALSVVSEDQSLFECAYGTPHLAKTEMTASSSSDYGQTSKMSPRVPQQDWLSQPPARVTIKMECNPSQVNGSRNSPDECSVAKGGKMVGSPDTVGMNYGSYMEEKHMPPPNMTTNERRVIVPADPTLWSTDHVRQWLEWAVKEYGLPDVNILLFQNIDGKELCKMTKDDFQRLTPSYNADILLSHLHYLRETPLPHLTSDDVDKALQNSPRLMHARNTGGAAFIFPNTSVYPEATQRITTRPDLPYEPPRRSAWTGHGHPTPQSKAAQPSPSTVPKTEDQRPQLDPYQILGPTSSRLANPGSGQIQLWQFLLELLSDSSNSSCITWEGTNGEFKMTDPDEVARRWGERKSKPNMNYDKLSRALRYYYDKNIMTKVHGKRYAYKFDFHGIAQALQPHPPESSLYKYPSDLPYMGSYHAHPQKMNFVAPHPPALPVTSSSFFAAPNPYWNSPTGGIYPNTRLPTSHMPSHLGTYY
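His-tagged ERG Ets domain (1 uM in the protein solution; 300mM KCl, 50mM Tris-HCl, 1mM EDTA, 1mM DTT, pH 7.5) received compound, then a probe mix of 5 nM fluorescein-DNA and 100nM Texas-615-DNA. Fluorescence polarization was read for both dyes.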
Tb PGK inh: inhibitors of T. brucei phosphoglycerate kinase; P07378; PGK/GAPDH coupled, Kinase-Glo luminescence, 60 min; Potency, µM (titrated, usually from 57.5 µM), for the others: top-dose activity change, negative = inhibition, most hits filed as inhibitors; 380,000 compounds, 0.043% hits; AID 602233; further: potency means the concentration at half of the fitted maximal effect; on the % scale 0 is the no-effect control and ±100 the full control effect; nearly all actives have a fitted effect of over 60% in size
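Recombinant glycosomal PGK reaction used 1,3-bisphosphoglycerate generated in-well by GAPDH (100nM final) in 100mM TEA pH 7.6, 5mM MgCl2, 0.01% Tween-20. After 60 minutes at room temperature, ATP was read by Kinase-Glo Plus luminescence end-point.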
GLS inhibitor: glutaminase GLS (human) inhibition; O94925; GLS enzymatic activity, qHTS titration; Potency, µM (titrated, usually from 45.5 µM), inactives show top-dose activity change, negative = inhibition, most hits filed as inhibitors; 410,000 compounds, 0.21% hits; further: potency means the concentration at half of the fitted maximal effect; on the % scale 0 is the no-effect control and ±100 the full control effect
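Human kidney-isoform GLS in 45 mM KH2PO4 pH 8.2, 0.02% Tween-20, with compound, started with 1mM L-Glutamine (added stock). Glutamate oxidase/HRP/Amplex red coupled fluorescence read at start and after 30 min at RT.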
HP1b chromo inh: blocks HP1-beta chromodomain binding to methylated histone tails | 390,000 compounds, 0.56% hits | P83916 | AID 540317 | AlphaScreen HP1-beta / biotin-H3K9me3 peptide binding | Potency, µM (titrated, usually from 114 µM), for inactives: top-dose activity change, negative = inhibition, most hits filed as inhibitors; further: potency means the concentration at half of the fitted maximal effect; nearly all actives have a fitted effect of over 70% in size; inactives centre near 23
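Compound inhibition of the preformed complex between 50 nM HP1-beta and 50 nM biotinylated H3K9me3 peptide was read by AlphaScreen. Buffer was PBS pH 7.4 with 0.01% Tween-20. Incubations ran 30 min at room temperature, with 10 ug/mL donor/acceptor beads.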
JMJD2A Tudor inh: JMJD2A Tudor domain (human) inhibition | O75164 | AlphaScreen JMJD2A-Tudor / H3K4me3 peptide binding | Potency, µM (series often up to 114 µM), for inactives: at the highest dose activity change, negative = inhibition, hits mostly inhibitors | 390,000 compounds, 4.4% hits; further: potency means the concentration at half of the fitted maximal effect; on the % scale 0 is the no-effect control and ±100 the full control effect; nearly all actives have a fitted effect of over 50% in size
BAZ2B inh: blocks human BAZ2B | 360,000 compounds, 4.4% hits | AlphaScreen BAZ2B-H3K14Ac peptide displacement | Q9UIF8 | Potency, µM (top dose mostly 114 µM), inactives show top-dose activity change, negative = inhibition, usual class: inhibitors; further: potency means the concentration at half of the fitted maximal effect; on the % scale 0 is the no-effect control and ±100 the full control effect; nearly all actives have a fitted effect of over 60% in size
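AlphaScreen displacement: compounds (up to 110uM) incubated 30 min at room temperature with a preformed 50 nM BAZ2B/50 nM biotinylated H3K14Ac peptide complex in PBS pH 7.4 with Tween-20. Donor and acceptor beads at 10 ug/mL final added, 20 min light-protected before reading.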
G9a inh: blocks human histone lysine methyltransferase G9a. Q96KQ7. G9a H3K9 monomethylation, AlphaScreen, 2 h. Potency, µM (highest dose often 102 µM), inactives show at the top dose activity, negative = inhibition, usual class: inhibitors. 350,000 compounds, 8.8% hits. AID 504332; further: potency means the concentration at half of the fitted maximal effect; on the % scale 0 is the no-effect control and ±100 the full control effect; nearly all actives have a fitted effect of over 75% in size
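Chemiluminescent proximity detection of H3K9 monomethylation, read after 10 min bead incubation in the dark. Reaction: 20 nM G9a, 500 nM biotin-H3K9 peptide, 20 uM SAM cofactor, 2 h, room temperature, following 15 min enzyme-compound preincubation.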
Pin1 inh: inhibitors of human Pin1; Q13526; Pin1 FP peptide displacement, HiFluor488, 10 min; Potency, µM (top dose mostly 115 µM), inactives show top-dose activity, negative = inhibition, actives largely listed as inhibitors; 390,000 compounds, 0.009% hits; active means well fitted inhibition curve with a large enough effect in the polarisation, with a control signal flat, not every such curve was filed as active; inconclusive means small, poorly fitted or top-dose-only effect, or effect the other way, or a change in a side signal; inactive means no such curve, though single readings can be large or run the other way; the % refers to the polarisation; further: potency means the concentration at half of the fitted maximal effect; on the % scale 0 is the no-effect control and ±100 the full control effect
PI4K2A block: PI4K2A (human) kinase inhibition; Q9BTU6; purified PI4K2A, ADP-Glo luminescence, 1 h; stronger effect = lower value; activity change, negative = inhibition, % at 76.9 µM; 420,000 compounds, 0.13% hits; in the data active means activity change below about -50%; inconclusive means mostly about -30% to -49%;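 further: -100% = wells without enzyme as full effect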
Target sequence (Q9BTU6 whole entry, looked up): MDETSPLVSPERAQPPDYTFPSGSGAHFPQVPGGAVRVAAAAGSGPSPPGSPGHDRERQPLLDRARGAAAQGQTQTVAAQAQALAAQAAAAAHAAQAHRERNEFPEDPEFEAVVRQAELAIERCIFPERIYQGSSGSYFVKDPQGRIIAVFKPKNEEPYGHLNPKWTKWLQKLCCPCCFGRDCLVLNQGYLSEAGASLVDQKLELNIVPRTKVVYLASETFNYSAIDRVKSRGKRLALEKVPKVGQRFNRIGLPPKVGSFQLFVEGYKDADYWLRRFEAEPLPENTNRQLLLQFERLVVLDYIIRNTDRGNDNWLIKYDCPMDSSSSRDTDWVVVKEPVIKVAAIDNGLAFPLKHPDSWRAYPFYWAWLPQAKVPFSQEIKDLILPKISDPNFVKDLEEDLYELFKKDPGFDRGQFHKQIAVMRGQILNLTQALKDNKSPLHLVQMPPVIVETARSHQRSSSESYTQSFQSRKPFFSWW
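PI4K2A activity was measured by ADP-Glo luminescence: enzyme (4 ug/mL stock) and phosphatidylinositol (1.2 mM stock) in Tris pH 7.5/MgCl2/EGTA/Triton X-100 buffer were reacted with ATP (300 microM stock) for one hour at ambient temperature.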
The depositor's hits bear a star; i = inactive; ? = inconclusive; . = not tested or not shown; [ ] = remark or other dose. Unless noted, the call rests on the fitted dose curve; in most records, active means well fitted curve in the direction sought with a large enough effect; inconclusive means small, poorly fitted or top-dose-only effect, or another doubt; inactive means no such curve, though single readings can be large; an effect the other way counts as inactive or inconclusive.

Screens in order – ERG Ets-DNA blk	Tb PGK inh	GLS inhibitor	HP1b chromo inh	JMJD2A Tudor inh	BAZ2B inh	G9a inh	Pin1 inh	PI4K2A block
(1) O=S1(=O)c2ccccc2OC(COCc2ccccc2)CN1C1CC1 (stereo not drawn)
    3%	-9%	1%	114%[activator]	-3%	.	.	9%	1
(2) Cc1ccc(C(=O)N=c2sccn2C)cc1S(=O)(=O)N1CCOCC1
    3%	-9%	1%	37%	-8%	0%	40µM*	3%	0
(3) Cc1ccc(S(=O)(=O)Nc2nc3ccc(S(C)(=O)=O)cc3s2)cc1
    .	-4%	35%[activator]	16%	-18%	-37%	?	-3%	-1
(4) CCOC(=O)c1ccc(NC(=O)c2cn(-c3ccccc3)nc2-c2ccc(C)cc2)cc1
    -2%	-8%	-11%	44%[activator]	-10%	0%	-2%[59 µM]	31%[activator]	3
(5) O=C(Nc1ccccc1)N1CCc2c([nH]c3ccccc23)C1C(F)(F)F (stereo not drawn)
    14%	4%	13%	15%	-33%	-25%	-38%	?	7
(6) CN(C(=O)CSc1nc2ccc(NC(=O)c3cccs3)cc2s1)c1ccccc1
    0%	0%	5%	30%	-10%	-18%	-6%[59 µM]	27%	-4
(7) Cc1cccc(NC(=O)CSc2nc3ccccc3nc2N2CCOCC2)c1C
    7%	-9%	3%	21%	-13%	-5%	3%[59 µM]	8%	2
(8) CC(C)NC(=O)CN(c1cccc([N+](=O)[O-])c1)S(=O)(=O)c1ccccc1
    -20%	i	-16%	29%	-3%	6%	49%[activator]	7%	6
(9) CCOC(=O)c1cccc(NC(=O)CCS(=O)(=O)c2cccs2)c1
    -5%	-6%	?	8%	-19%	-5%	12%[59 µM]	11%	-2
(10) O=C(Cn1cccn1)N1CCCC(N2CCN(Cc3ccc4c(c3)OCO4)CC2)C1 (stereo not drawn)
    10%	3%	-12%	23%	-3%	9%	4%	0%	-1
(11) COc1ccc(C(=O)Nc2ccnc(-c3cccnc3)n2)cc1
    -8%	-6%	-2%	41%[activator]	-1%	-16%	-1%	-9%	4
(12) CC(/C=N/NC(=O)CSc1ccccn1)=C\c1ccc(C(C)C)cc1
    .	-11%	-15%	21%	-26%	-7%	21%	13%	1
(13) COc1cccc(/C=C/C(=O)Nc2ccc3c(c2)OCCO3)c1OC
    7%	i	-5%	-6%	?	?	-33%	-5%	-17
(14) O=[N+]([O-])c1cc(Cl)cc(/C=N/NC(=S)Nc2ccc(S(=O)(=O)N3CCOCC3)cc2)c1O
    19%	-6%	41%[activator]	22µM*	-35%[11.4 µM]	2.8µM*	16µM*	.	17
(15) CC(=O)c1ccc(NC(=S)N2CCN(c3cccc(Cl)c3)CC2)cc1
    5%	-18%	2%	18%	-7%	-12%	10%	-4%	-10
(16) COc1ccc(C2=NN(C(=O)COc3ncnc4ccccc34)C(c3ccco3)C2)cc1 (stereo not drawn)
    -5%	-2%	11%	18%	-21%	-26%	?	0%	-7
(17) COc1cc(NC(=O)CSc2ncnc3c2cnn3Cc2ccccc2)cc(OC)c1
    0%	-2%	-1%	4%	-21%	-17%	-6%[59 µM]	0%	-9
(18) CCOC(=O)c1cnc2c(c(C3CC3)nn2C)c1N1CCOCC1
    12%	-4%	-12%	29%	-4%	3%	-4%	0%	-5
(19) Cc1c(NC(=O)c2cccs2)cccc1[N+](=O)[O-]
    -4%	1%	0%	17%	-2%	0%	22%[59 µM]	1%	3
(20) C=CC1=C(C(=O)O)N2C(=O)[C@@H](NC(=O)/C(=N/OCC(=O)O)c3csc(N)n3)[C@H]2SC1
    -9%	?	13µM*	14µM*	25µM*	.	.	-26%	-7
(21) CCOC(=O)c1c(S(=O)(=O)Nc2ccccn2)c(C)n(C)c1C
    -4%	6%	-1%	23%	-14%	-3%	-10%	-7%	3
(22) CCc1ccccc1NC(=O)CN(C)C(=O)Cn1cc(C(F)(F)F)cc(Cl)c1=O
    2%	13%	1%	35%	-11%	-7%	-1%	7%	5
(23) Cc1ccc(S(=O)(=O)N2CCC(C)CC2)cc1[N+](=O)[O-]
    -2%	-1%	1%	42%	-11%	?	-4%	12%	4
(24) O=C(CNC(c1ccccc1)c1ccccc1)Nc1ccc(F)cc1
    -24%	-6%	6%	67%[activator]	15%	-4%	14%[59 µM]	5%	2
(25) Cc1nn2c(=O)cc(COC(=O)c3ccc(F)cc3)nc2s1
    1%	1%	4%	8%	-12%	-7%	15%[59 µM]	-2%	-4
(26) CCN(CC)CCNC(=O)c1ccc(NC(=O)c2ccc(S(=O)(=O)N3CCCC3)cc2)cc1
    6%	9%	0%	12%	-5%	.	.	-2%	3
(27) COC(=O)CC1(C(=O)OC)Oc2ccc(Br)cc2C(=O)N1c1ccc(Br)cc1Cl (stereo not drawn)
    0%	1%	-2%	12%	-3%	-15%	6%	12%	-1
(28) COC(=O)Cc1nc(NC(=O)c2cccs2)sc1C
    4%	1%	0%	8%	-2%	-14%	6%	-2%	-2
(29) CC(C)c1cnc2c(c1SCC(=O)Nc1cccc([N+](=O)[O-])c1)c(=O)n(C)c(=O)n2C
    0%	-6%	7%	28%[57 µM]	?	-16%	?	-6%	0
(30) Cc1ccccc1Nc1nc(N)nc(CSc2nnnn2-c2ccccc2)n1
    .	.	0%	20%	-26%	?	-21%[12.7 µM]	?	3
(31) O=C(c1ccco1)N1CCCN(Cc2cn[nH]c2-c2ccc(-c3ccccc3)cc2)CC1
    10%	1%	-2%	-8%	?	?	?	3%	-1
(32) COc1cc2[nH]c3c(=O)n(CCN4CCOCC4)cnc3c2cc1OC
    1%	-21%	?	8%	-16%	-12%	?	-8%	-3
(33) COc1ccc(Cn2ccc3nc(C)c(C(=O)Nc4cc(C)cc(C)c4)cc3c2=O)cc1
    -2%	2%	2%	23%	-7%	-11%	11%[59 µM]	17%	0
(34) O=C(O)c1cccnc1SCC(=O)C12CC3CC(CC(C3)C1)C2
    -5%	-4%	11%	19%	-25%	-15%	.	-3%	-1
(35) Cc1ccc(CNC(=O)c2nn(-c3ccc(Cl)cc3)nc2CO)cc1
    -3%	i	-10%	-6%	-19%	0%	0%[59 µM]	0%	3
(36) COc1cc(NC(=O)c2onc(C)c2Cl)c(OC)cc1Cl
    8%	-6%	2%	43%[activator]	-14%	1%	-8%[59 µM]	1%	3
(37) CCCCCn1nc(C(=O)N(CC(C)C)c2c(N)n(CCCC)c(=O)[nH]c2=O)c2ccccc2c1=O
    6%	i	1%	35%[activator]	-3%	11%	9%[59 µM]	-5%	3
(38) O=C(NCCOc1ccc(F)cc1)C1CCC(=O)N(CCCN2CCCC2=O)C1 (stereo not drawn)
    3%	-7%	-2%	69%[activator]	-5%	?	-1%	-2%	-15
(39) COC(=O)C1CCN(C(=O)c2oc3c(Cl)cc(C)cc3c2C)CC1
    7%	i	-2%	9%[57 µM]	6%	-3%	65%[activator][59 µM]	3%	1
(40) CCCS(=O)(=O)N1CCCC(C(=O)Oc2ccc(Cl)cc2)C1 (stereo not drawn)
    -4%	-9%	7%	21%	-5%	40%[activator]	.	4%	2
(41) CC(C)(C)CC(C)(C)N=C1NS(=O)(=O)c2cc([N+](=O)[O-])ccc21
    1%	-10%	-14%	12%	-2%[57.1 µM]	-10%	-1%	1%	364
(42) COC(=O)CCC(=O)Nc1cccc(C(=O)Nc2cccc(Cl)c2)c1
    1%	8%	-1%	15%	0%	-3%	.	7%	11
(43) COc1cccc(CSc2nc3n(n2)C(c2cccs2)C(C(=O)Nc2ccccc2C)=C(C)N3)c1 (stereo not drawn)
    -2%	0%	21%	6%	-15%	1%	5%[59 µM]	7%	1
(44) CCOCC(=O)Nc1ccc2c(c1)OCCO2
    -1%	-15%	4%	25%	-3%	3%	-11%	-2%	5
(45) O=S(=O)(NC1CC1)c1ccc(S(=O)(=O)N(Cc2ccccn2)C2CCCC2)cc1
    .	9%[11.5 µM]	1%	26%	-8%	-4%	-6%[12.7 µM]	-2%	-2
(46) O=C(CCn1nc(-c2ccccc2)c2ccccc2c1=O)NN1CCOCC1
    -3%	-5%	6%	30%	-7%	-25%	-33%	-1%	-10
(47) O=C(NCc1cccnc1)C1CCN(S(=O)(=O)c2cccc(C(F)(F)F)c2)CC1
    9%	i	0%	27%	-12%	10%	-9%[12.7 µM]	-1%	0
(48) CSC1=N/C(=C\C=C\c2cccs2)C(=O)S1
    23%	-3%	11%	28µM*	13µM*	11µM*	7.9µM*	?	-2
(49) Cc1cccc(N=Nc2c(C)c(C#N)c(O)[nH]c2=O)c1
    0%	-1%	19%	3%	-34%	-33%	50µM*	24%	0

High-throughput results deposited in PubChem BioAssay by National Center for Advancing Translational Sciences (NCATS).
